Tn6 DDE FP – DD(E)-Tn6 binding inhibition, primary FP screen. P02675. Fibrin DD(E) TRITC-Tn6 fluorescence polarization displacement. inhibition, % at 8.3 µM. actives 0.21% (n = 370,000);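 active = inhibition above a per-campaign cutoff: mean of compounds within control limits plus 3 SD, cut at about 15% in these data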;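 note: 0% = median of all compound wells on the plate and 100% = blocking peptide control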
Tn7 DDE FP – DD(E)-Tn7 binding inhibition, primary FP screen | P02675 | FP displacement of FITC-Tn7 peptide from fibrin DD(E); 0% = median of compound wells per plate | inhibition, % at 8.3 µM | actives 0.13% (n = 370,000);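 active = inhibition above the mean of compounds falling within the control limits plus 3 SD of them, cut at about 14% in these data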;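 note: 0% = plate median of compound wells and 100% = 10 µM Aha-Tn7 peptide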
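Assay system: human fibrin DD(E) protein / Input: 2 µM fibrin DD(E) / Benchmarks: high control of 10 µM Aha-Tn7 peptide / Measured by: fluorescence polarization of the labelled Tn7 tracer / Medium: Tris buffer with calcium and detergent, pH 7.8 / Timing: 10 min compound pre-incubation, 3 h probe incubation at room temperature / Repeats: one replicate per compound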
PLCg1 inh – inhibitors of human phospholipase C gamma1; purified PLC-gamma1, fluorogenic substrate, fluorescence; inhibition, % at 12.2 µM; actives 0.84% (n = 370,000); AID 720700; in the data active = inhibition above about 9.5%
Target sequence (P19174 whole entry, looked up): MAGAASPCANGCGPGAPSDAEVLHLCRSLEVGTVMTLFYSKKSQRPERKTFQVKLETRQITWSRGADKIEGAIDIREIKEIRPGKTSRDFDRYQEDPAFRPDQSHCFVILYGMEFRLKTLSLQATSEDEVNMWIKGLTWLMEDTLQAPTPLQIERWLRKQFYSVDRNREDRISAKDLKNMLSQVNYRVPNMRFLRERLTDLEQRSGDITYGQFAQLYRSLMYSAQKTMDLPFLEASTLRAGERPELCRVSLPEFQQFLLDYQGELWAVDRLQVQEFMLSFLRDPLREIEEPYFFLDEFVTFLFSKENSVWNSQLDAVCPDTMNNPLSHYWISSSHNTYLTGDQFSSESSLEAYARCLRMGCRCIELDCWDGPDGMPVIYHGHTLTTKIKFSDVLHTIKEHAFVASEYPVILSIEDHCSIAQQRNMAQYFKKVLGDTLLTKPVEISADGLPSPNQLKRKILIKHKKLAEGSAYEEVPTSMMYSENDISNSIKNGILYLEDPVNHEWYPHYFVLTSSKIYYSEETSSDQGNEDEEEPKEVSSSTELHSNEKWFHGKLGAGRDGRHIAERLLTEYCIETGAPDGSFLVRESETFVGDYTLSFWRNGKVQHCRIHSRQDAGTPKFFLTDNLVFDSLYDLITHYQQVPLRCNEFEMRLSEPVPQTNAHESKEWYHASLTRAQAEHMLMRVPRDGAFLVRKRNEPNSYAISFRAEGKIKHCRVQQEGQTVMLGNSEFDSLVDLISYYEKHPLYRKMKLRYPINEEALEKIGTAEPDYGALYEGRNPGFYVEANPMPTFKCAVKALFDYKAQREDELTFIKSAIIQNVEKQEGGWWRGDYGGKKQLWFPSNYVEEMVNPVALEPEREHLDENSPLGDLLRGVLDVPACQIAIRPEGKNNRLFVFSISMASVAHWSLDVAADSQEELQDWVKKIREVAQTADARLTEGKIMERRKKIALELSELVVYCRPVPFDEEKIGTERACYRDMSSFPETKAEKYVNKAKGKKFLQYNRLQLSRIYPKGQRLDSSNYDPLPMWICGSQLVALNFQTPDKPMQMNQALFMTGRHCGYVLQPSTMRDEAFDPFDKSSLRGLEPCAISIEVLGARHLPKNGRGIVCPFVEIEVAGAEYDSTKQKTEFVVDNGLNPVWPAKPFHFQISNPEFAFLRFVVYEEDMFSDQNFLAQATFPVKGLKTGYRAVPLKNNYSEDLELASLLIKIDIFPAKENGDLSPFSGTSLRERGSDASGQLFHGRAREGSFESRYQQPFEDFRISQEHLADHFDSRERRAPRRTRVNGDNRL
ASAP1 GAP inh – blocks human ASAP1-stimulated Arf1 GTP hydrolysis; Q9ULH1; GDP FP detection; inhibition, % at 16.5 µM; actives 0.19% (n = 360,000); AID 624377; in the data active = inhibition above about 25%;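 note: 0% = vehicle with enzyme and substrate and 100% = no enzyme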
HGIII-sPLA2 inh – Blocks human group III sPLA2 activity; Q9NZ20; QFRET BODIPY PC-A2 liposome hydrolysis, fluorescence; inhibition, % at 12.2 µM; actives 0.56% (n = 370,000);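 active = inhibition above mean plus 3 SD of compounds lying within the high and low control bounds, cut at about 19% in these data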;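 note: 0% = median of test compound wells and 100% = no enzyme DMSO wells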
NR1D1 modulator – Rev-erb alpha (human) modulation; P20393; Rev-erbα–FITC-DNA binding, fluorescence polarization, 90 min; activity, % at 10 µM; actives 0.79% (n = 370,000); AID 1259318;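 active = activity above about 14%, limit read from the data; passing the limit was not always enough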;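 note: 0% = DMSO wells with 35 nM protein and 100% = DMSO wells with 750 nM protein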
PLCb3 inh – inhibitors of human phospholipase C beta3; actives 0.18% (n = 370,000); Q01970; Purified PLC-beta3, fluorogenic substrate, fluorescence; inhibition, % at 12.2 µM; in the data active = inhibition above about 11%;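 note: 0% = median of compound wells on plate and 100% = full blocker control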
ARFGAP1 inh – inhibitors of rat ARFGAP1; Q62848; Arfgap1-stimulated ARF1 GTP hydrolysis, GDP FP detection; inhibition, % at 16.5 µM; actives 0.26% (n = 360,000); AID 651572;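 active = inhibition above a per-plate limit, mean inhibition of low control wells plus 3 SD, cut at about 25% in these data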;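 note: 0% = DMSO wells with enzyme and 100% = wells lacking Arfgap1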
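Material – truncated rat Arfgap1 GAP domain · Buffer or medium – HEPES-based buffer, pH 7.5 · Reagent – human ARF1(Δ1-17)-GTP substrate · Dosing – 16.5 µM single point, 1.26% DMSO · Schedule – GTP hydrolysis reaction 2 h at 25 °C · Technique – GDP detection by fluorescence polarization · Benchmarks – No-Arfgap1 wells (100%) versus DMSO full-reaction wells (0%) · Repeats – single replicate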
proKLK7 act – proKLK7 (human) activation, primary screen | P49862 | purified proKLK7, EDANS-DABCYL substrate fluorescence; 100% is mature enzyme control, 0% vehicle | activation, % at 7 µM | actives 0.9% (n = 370,000) | AID 652039;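 active = activation above the mean of all tested compounds plus 3 SD, computed per campaign excluding outliers beyond control limits, cut at about 13% in these data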
UHRF1 MBD2 ctr – human UHRF1 methylated DNA binding inhibitors; UHRF1 binding to methylated oligo, TR-FRET; inhibition, % at 4.4 µM; actives 0.75% (n = 370,000); AID 687016; in the data active = inhibition above about 21%;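 note: UHRF1 SRA domain binding a hemimethylated CpG hairpin DNA probe; 0% = median of test compound wells and 100% = reference inhibitor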
* marks the source's active call; other numbers are inactive results. Compounds were not picked by outcome; overall some 4.5% were active at least once.

Molecule,ASAP1 GAP inh,PLCg1 inh,UHRF1 MBD2 ctr,proKLK7 act,ARFGAP1 inh,Tn7 DDE FP,Tn6 DDE FP,HGIII-sPLA2 inh,NR1D1 modulator,PLCb3 inh
Cc1ccc(NC(=S)N2CCC(C(=O)c3ccc(F)cc3)CC2)cc1C,0,-1,0,-0.2,1,1,14,2,-10,-7
Cc1ccc(NC(=O)C(c2ccccc2)N2CCN(C(=O)c3ccco3)CC2)cc1Cl (stereo not drawn),-6,3,-1,0.9,15,4,0,-7,0,-2
CC(C)(C)c1nnc(NC(=O)c2ccc3c(c2)OCO3)s1,2,-4,-1,-0.3,11,6,-6,-1,1,-6
O=C(COC(=O)C1CC(O)CN1C(=O)Oc1ccccc1)c1ccc(Br)cc1 (stereo not drawn),1,-2,-1,-0.5,-9,9,0,-2,-7,-42
COc1cc(C)ccc1OCc1cc(C(=O)N2CCN(C3CCCCC3)CC2)no1,-21,0,0,0.7,0,4,6,-6,1,-6
C#CCN(C[C@H]1[C@H](OC(=O)Nc2c(C)noc2C)[C@H](OC(=O)Nc2c(C)noc2C)C[C@@H](C(=O)OC)[C@H]1C(=O)OC)S(=O)(=O)c1ccc(C)cc1,-4,7,-2,0.3,13,0,-9,1,5,1
COc1cccc(OCC(=O)NNC(=O)c2cccs2)c1,2,1,-2,-0.3,1,1,4,-1,-1,1
CCCCOc1ccc(/C(O)=C2/C(=O)C(=O)N(CCN(C)C)C2c2ccc(O)c(OC)c2)cc1 (stereo not drawn),-11,-12,-3,0.8,5,1,1,-5,2,-17
COc1ccc(NC(=O)Cn2c(C)cc(=O)c3cccc(OC)c32)cc1,3,-3,1,-0.2,5,-1,-12,-1,15,0
O=[N+]([O-])c1ccc(S(=O)(=O)CC(CN2CCOCC2)N2CCOCC2)cc1 (stereo not drawn),7,2,-2,0.3,-2,2,0,2,1,0

New compounds follow:
Molecule,ASAP1 GAP inh,PLCg1 inh,UHRF1 MBD2 ctr,proKLK7 act,ARFGAP1 inh,Tn7 DDE FP,Tn6 DDE FP,HGIII-sPLA2 inh,NR1D1 modulator,PLCb3 inh
O=C(CN(Cc1cccs1)S(=O)(=O)c1ccc(S(=O)(=O)N2CCCCC2)cc1)Nc1ccccc1,0,4,7,-0.2,-9,0,-8,21*,7,1
Cc1cccn2c(=O)c(C=O)c(N3CCSCC3)nc12,-1,0,-1,0.5,-11,-2,0,-1,-5,-10
CC1(C)CC(=O)C(C=NCCN2CCN(C(=O)CCl)CC2)=C(O)C1,0,-1,0,0.9,-1,0,-6,0,-1,-8
O=C(NC1CCCC1)C1CCN(C(=O)c2ccc(Cl)cc2Cl)CC1,-2,0,0,0.0,1,-4,-2,-2,-1,-4
CC1(C)NC(=O)N(CC(=O)N2CCN(S(=O)(=O)c3cc(Cl)ccc3Cl)CC2)C1=O,-4,-1,-2,0.5,2,3,4,0,4,-5
CC(=O)Nc1ccc(NC(=O)C2c3ccccc3Oc3ccccc32)cc1,-10,1,-1,0.4,0,-5,-6,3,-2,-3
COc1ccccc1NC(=O)CC1CCCC1,-8,0,-1,-0.4,5,-5,6,7,-1,-5
CC(=O)c1ccc(Oc2ncnc3sccc23)cc1,9,-1,-1,-0.2,-4,5,-4,-1,-2,-1
COC(=O)C1(CCSC)NC(c2ccc(O)cc2)C2C(=O)N(c3ccc4c(c3)OCCO4)C(=O)C21 (stereo not drawn),1,3,-1,0.1,-17,0,0,-10,7,5
Cc1cc2ncn(CC(C)C)c2cc1C,-10,-3,2,0.2,11,2,0,6,2,-1

The list goes on.
Molecule,ASAP1 GAP inh,PLCg1 inh,UHRF1 MBD2 ctr,proKLK7 act,ARFGAP1 inh,Tn7 DDE FP,Tn6 DDE FP,HGIII-sPLA2 inh,NR1D1 modulator,PLCb3 inh
CCCSc1ccc([C@@H]2[C@H]3C(=O)N(CC)C(=O)[C@H]3[C@]3(C(=O)OC)CCCCN23)cc1,-5,0,-1,-0.1,7,1,11,3,-1,-4
CCCCn1nnnc1C1(C)CCC(=O)N1CCc1ccccc1F (stereo not drawn),2,-3,1,0.3,1,7,-3,8,-5,-2
CCOC(=O)c1c(S(=O)(=O)N2CCN(c3ccc(C(C)=O)cc3)CC2)c(C)n(C)c1C,-5,-7,-1,0.1,8,-2,10,-7,-3,-18
CN1CCCN(C(=O)c2cccc(Br)c2)CC1,1,0,-1,0.3,1,0,5,0,-4,-8
O=C(Nc1ccccc1Cl)NC1(C(=O)N2CCOCC2)CCCCC1,4,0,-1,-1.1,10,-1,0,3,3,-7
CC(=O)c1ccc(S(=O)(=O)Nc2cccc(-c3ccc4nncn4n3)c2)cc1,6,-1,2,0.7,-9,1,-2,-3,-6,1
COc1ccc(NS(=O)(=O)c2ccc(N3CCOCC3)c(NC(=O)c3ccc(F)cc3)c2)cc1,-7,5,2,-0.3,4,-2,2,-20,-6,5
COc1ccccc1C(=O)NCCC(=O)N(C)Cc1cccnc1,2,-1,-2,0.1,-4,2,3,-1,9,0
O=C(c1c(Cl)cccc1Cl)N1CCN(c2ccccn2)CC1,10,-1,-2,0.2,-7,5,-6,-6,-10,1
O=C(NN=c1c(=O)c2ccccc2c1=O)c1ccccc1,13,1,-2,0.3,5,0,5,6,2,-28

Additional structures.
Molecule,ASAP1 GAP inh,PLCg1 inh,UHRF1 MBD2 ctr,proKLK7 act,ARFGAP1 inh,Tn7 DDE FP,Tn6 DDE FP,HGIII-sPLA2 inh,NR1D1 modulator,PLCb3 inh
CCOc1cc(S(=O)(=O)NCc2cccs2)ccc1Cl,10,2,-2,0.1,-14,-9,-1,-21,2,0
O=C(Nc1cnn(Cc2ccc(F)cc2)c1)c1cnccn1,-12,8,5,0.1,14,-7,4,6,-6,8
CCCCNCCCOc1cc(Cl)ccc1Cl,-13,7,2,-0.4,7,4,-8,9,-2,11*
CCc1nnc(NC(=O)c2cc(Cl)ccn2)s1,-3,1,-3,0.1,10,-1,0,-4,-6,-3
O=C(Nc1cccs1)Nc1c(F)cc(F)cc1Br,-6,-7,-3,-0.1,-6,-2,0,-6,1,-6
O=C(NCCc1ccc(Cl)cc1)C1CCN(S(=O)(=O)c2ccc(Br)s2)CC1,-10,-3,0,0.7,-8,-1,2,-3,-3,6
O=C(Cn1cnc2ccccc21)OCC(=O)N1CCCCC1,10,0,-1,-0.2,8,2,6,1,-4,5
Cc1ccc(NC(=O)CCn2cccc2)cc1Cl,8,-3,0,0.2,7,7,8,-21,-1,0
COc1ccc(CN2CCCC(C(=O)c3ccc(Cl)cc3)C2)cc1Cn1cncn1 (stereo not drawn),0,1,0,0.1,-5,3,-6,-9,-1,5
COc1ccc(NC(=O)N2c3ccc(OC)cc3C(C)=CC2(C)C)cc1,-3,-37,-9,-12,-4,6,4,2,1,-44

Three entries out of the list, sorted by SMILES length, rising:
Molecule,ASAP1 GAP inh,PLCg1 inh,UHRF1 MBD2 ctr,proKLK7 act,ARFGAP1 inh,Tn7 DDE FP,Tn6 DDE FP,HGIII-sPLA2 inh,NR1D1 modulator,PLCb3 inh
CCCCNCCCOc1cc(Cl)ccc1Cl,-13,7,2,-0.4,7,4,-8,9,-2,11*
O=C(Nc1cccs1)Nc1c(F)cc(F)cc1Br,-6,-7,-3,-0.1,-6,-2,0,-6,1,-6
COc1ccc(NC(=O)N2c3ccc(OC)cc3C(C)=CC2(C)C)cc1,-3,-37,-9,-12,-4,6,4,2,1,-44

Next entries follow.
Molecule,ASAP1 GAP inh,PLCg1 inh,UHRF1 MBD2 ctr,proKLK7 act,ARFGAP1 inh,Tn7 DDE FP,Tn6 DDE FP,HGIII-sPLA2 inh,NR1D1 modulator,PLCb3 inh
Cc1ccc(-c2nc(CS(=O)CC(=O)NCCN3CCOCC3)c(C)o2)cc1 (stereo not drawn),0,3,4,-0.5,-3,0,0,11,5,-1
CC1C(=O)N(Cc2cn(CCC3OCCCO3)nn2)CCS(=O)(=O)N1Cc1ccc(-c2ccncc2)cc1 (stereo not drawn),-8,1,-1,-0.2,-7,6,12,16,0,-2
O=C(COC(=O)c1cc(Br)ccc1O)NCCC1=CCCCC1,6,0,0,0.8,7,-8,2,-2,9,-3
Cc1nn(-c2ccccc2)c(C)c1/C=N/NC(=O)c1cc(-c2ccccc2)n[nH]1,5,-3,-1,0.2,18,5,0,-5,5,-4
C[C@H]1CN([C@@H](C)CO)S(=O)(=O)c2ccc(Br)cc2O[C@H]1CN(C)C(=O)Cc1ccccn1,9,1,0,-0.4,12,-5,2,10,-3,-2
N#Cc1ccc(Oc2cc(C(F)(F)F)nc(-c3ccccn3)n2)cc1,-9,2,-1,0.8,2,1,4,3,-8,1
Cc1ccc(C(=O)CSc2nnc3ccccn23)c(C)c1,-1,-2,1,0.0,0,-2,-8,-4,1,-9
O=C(NCCNC(=O)c1cc(OCC(F)(F)F)ccc1OCC(F)(F)F)Nc1ccc(OC(F)(F)F)cc1,-9,12*,1,0.4,7,4,1,3,4,-2
O=C(/C=C/Nc1cccc(C(F)(F)F)c1)C(F)(F)F,6,2,2,0.6,9,-5,-1,4,0,1
Cc1ccc(C(=O)NC(=S)NCC(=O)c2ccccc2)cc1,-3,2,1,-0.3,9,2,1,-6,4,-2

Next section
Molecule,ASAP1 GAP inh,PLCg1 inh,UHRF1 MBD2 ctr,proKLK7 act,ARFGAP1 inh,Tn7 DDE FP,Tn6 DDE FP,HGIII-sPLA2 inh,NR1D1 modulator,PLCb3 inh
CCOc1ccc(NC(=S)NC(=O)/C=C/c2ccco2)cc1,1,-1,-2,0.1,8,6,-2,-2,6,-8
CCc1nnc(NC(=O)C2CCCN2C(=O)Nc2ccc(Cl)cc2)s1 (stereo not drawn),4,1,3,-0.8,12,2,-4,4,-1,-7
Clc1c(Cl)c(Cl)c2n[nH]nc2c1Cl,-6,-2,-2,0.1,-4,6,4,-24,-1,-14
CCOC(=O)c1ccc(-c2c(-c3ccccc3OC)sc3cc4c(cc23)OCO4)cc1F,-11,-46,4,-5.4,-4,-1,5,1,0,-66
COc1cc(C(=O)OCC(=O)N2CCNC2=O)cc(Cl)c1OC,2,-1,11,0.1,16,-2,10,3,-4,-3
